G9a inh: G9a (human) methyltransferase inhibition. Potency, µM (series often up to 102 µM), inactives show at the highest dose activity, negative = inhibition, most hits filed as inhibitors. hit rate 8.8% among 350,000. G9a H3K9 monomethylation, AlphaScreen, 2 h. AID 504332. Q96KQ7; note: potency is the fitted concentration of half-maximal effect; % is set by controls: 0 for no effect and ±100 for the full control effect; nearly all actives have a fitted effect of over 75% in size
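AlphaScreen read-out: biotin-H3K9 peptide (500 nM) methylation by 20 nM enzyme with 20 uM SAM, 2 h at room temperature after 15 min compound preincubation; anti-monomethyl H3K9 antibody plus donor/acceptor beads, 10 min dark.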
GLS inh: blocks human kidney-isoform glutaminase activity; AID 624170; hit rate 0.21% among 410,000; O94925; GLS enzymatic activity, qHTS titration; Potency, µM (top dose mostly 45.5 µM), inactives show at the highest dose activity change, negative = inhibition, hits mostly inhibitors; note: potency is the fitted concentration of half-maximal effect; % is set by controls: 0 for no effect and ±100 for the full control effect
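Two-point fluorescence kinetic (t0, 30 min RT) for hKGA; glutamate detected via glutamate oxidase–HRP–Amplex Red. Substrate: 1 mM L-glutamine solution; buffer 45 mM KH2PO4, pH 8.2.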
PI4K2A inh: inhibitors of human PI4K2A. activity change, negative = inhibition, % at 76.9 µM. purified PI4K2A, ADP-Glo luminescence, 1 h; active compounds read low. hit rate 0.13% among 420,000. Q9BTU6; in the data active = activity change below about -50%; inconclusive = mostly about -30% to -49%;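 note: -100% = wells without enzyme as full effect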
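ADP-Glo luminescence measured ADP generated by PI4K2A enzyme (4 ug/mL before mixing) with 1.2 mM PI substrate (pre-mix) and 300 microM ATP (pre-mix). Tris pH7.5 buffer with MgCl2, Triton X-100; 1 h reaction at ambient temperature.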
BAZ2B block: inhibitors of human BAZ2B bromodomain; AlphaScreen BAZ2B-H3K14Ac peptide displacement; Q9UIF8; AID 504333; Potency, µM (top dose mostly 114 µM), inactives show at the highest dose activity change, negative = inhibition, hits mostly inhibitors; hit rate 4.4% among 360,000; note: potency is the fitted concentration of half-maximal effect; % is set by controls: 0 for no effect and ±100 for the full control effect; nearly all actives have a fitted effect of over 60% in size
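Protein-peptide AlphaScreen: BAZ2B 50 nM, b-H3K14Ac 50 nM, 1x PBS pH 7.4 + 0.01% Tween-20. Preincubation 30 min RT; cpd 30 min RT (top 110 uM); beads 20 min RT, light-protected.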
JMJD2A Tudor inh: inhibitors of human JMJD2A Tudor domain. hit rate 4.4% among 390,000. O75164. Potency, µM (top dose mostly 114 µM), for inactives: at the highest dose activity change, negative = inhibition, actives largely listed as inhibitors. AlphaScreen JMJD2A-Tudor / H3K4me3 peptide binding; note: potency is the fitted concentration of half-maximal effect; % is set by controls: 0 for no effect and ±100 for the full control effect; nearly all actives have a fitted effect of over 50% in size
RGS4 inhibitor: inhibitors of human regulator of G protein signaling 4. Transcreener GDP fluorescence polarization, RGS4-accelerated GTP hydrolysis. P49798. hit rate 0.039% among 390,000. Potency, µM (doses to about 114 µM), without a hit: top-dose activity change, negative = inhibition, hits mostly inhibitors. AID 504845; note: potency is the fitted concentration of half-maximal effect; % is set by controls: 0 for no effect and ±100 for the full control effect; nearly all actives have a fitted effect of over 75% in size; some results filed as inactive show a strong effect at the top dose
Target sequence (P49798 whole entry, looked up): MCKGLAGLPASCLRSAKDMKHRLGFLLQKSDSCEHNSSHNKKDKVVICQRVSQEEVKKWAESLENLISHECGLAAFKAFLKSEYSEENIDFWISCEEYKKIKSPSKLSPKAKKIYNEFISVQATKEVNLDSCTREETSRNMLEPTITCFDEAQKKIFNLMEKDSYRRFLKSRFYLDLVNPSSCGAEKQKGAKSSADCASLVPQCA
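MLSMR compounds (23 nl, pin-transferred) preincubated 10 min at room temperature with a 500nM (2x) first reagent, then RGS4 at 900nM (2x) plus Transcreener GDP mix added; fluorescence polarization (620/688 nm) read before and after 90 min at 30 °C.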
HP1b chromo inh: blocks HP1-beta chromodomain binding to methylated histone tails. P83916. hit rate 0.56% among 390,000. AlphaScreen HP1-beta / biotin-H3K9me3 peptide binding. Potency, µM (series often up to 114 µM), for inactives: at the highest dose activity change, negative = inhibition, usual class: inhibitors; note: potency is the fitted concentration of half-maximal effect; nearly all actives have a fitted effect of over 70% in size; inactives centre near 23
Target sequence (P83916 whole entry, looked up): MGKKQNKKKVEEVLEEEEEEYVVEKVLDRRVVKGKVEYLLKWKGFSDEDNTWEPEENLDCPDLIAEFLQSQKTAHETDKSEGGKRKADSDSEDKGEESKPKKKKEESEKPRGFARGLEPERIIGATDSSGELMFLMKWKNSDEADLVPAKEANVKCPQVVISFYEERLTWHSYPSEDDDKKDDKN
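AlphaScreen: HP1-beta (50 nM) preformed 30 min with biotin-H3(1-18)K9me3 peptide (50 nM) in PBS pH 7.4, 0.01% Tween-20. Compound added for 30 min at RT, then streptavidin donor/nickel chelate acceptor beads (10 ug/mL) for 30 min.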
12-LOX inh: inhibitors of human 12S-lipoxygenase ALOX12. purified 12hLO, xylenol orange hydroperoxide absorbance. Potency, µM (doses to about 108 µM), for the others: at the highest dose activity change, negative = inhibition, hits mostly inhibitors. hit rate 1.1% among 580,000. P18054; note: potency is the fitted concentration of half-maximal effect; % is set by controls: 0 for no effect and ±100 for the full control effect
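Hydroperoxide product was detected by ferrous iron/xylenol orange as the 573 to 405 nm absorbance ratio. Arachidonic acid at 40 uM (final) was turned over for 30 min at room temperature by 150 nM human 12hLO, pH 7.0 Hepes buffer, after 15 min compound preincubation.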
ERG Ets-DNA blk: blocks human ERG Ets domain binding to DNA; P11308; fluorescence polarization, His-ERG Ets domain / labelled DNA; Potency, µM (titrated, usually from 76.9 µM), for the others: at the top dose FP activity, negative = inhibition, most hits filed as inhibitors; hit rate 0.028% among 370,000; AID 624246; active = well fitted inhibition curve with a large enough effect in the polarisation, with a control signal flat; inconclusive = small, poorly fitted or top-dose-only effect, or effect the other way, or a change in a side signal; inactive = no such curve, though single readings can be large or run the other way; the % refers to the polarisation;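 note: polarization taken with two DNA probes labelled with fluorescein and Texas red; potency is the fitted concentration of half-maximal effect; % of control where 0% means no effect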
Target sequence (P11308 whole entry, looked up, the tested form may be a part): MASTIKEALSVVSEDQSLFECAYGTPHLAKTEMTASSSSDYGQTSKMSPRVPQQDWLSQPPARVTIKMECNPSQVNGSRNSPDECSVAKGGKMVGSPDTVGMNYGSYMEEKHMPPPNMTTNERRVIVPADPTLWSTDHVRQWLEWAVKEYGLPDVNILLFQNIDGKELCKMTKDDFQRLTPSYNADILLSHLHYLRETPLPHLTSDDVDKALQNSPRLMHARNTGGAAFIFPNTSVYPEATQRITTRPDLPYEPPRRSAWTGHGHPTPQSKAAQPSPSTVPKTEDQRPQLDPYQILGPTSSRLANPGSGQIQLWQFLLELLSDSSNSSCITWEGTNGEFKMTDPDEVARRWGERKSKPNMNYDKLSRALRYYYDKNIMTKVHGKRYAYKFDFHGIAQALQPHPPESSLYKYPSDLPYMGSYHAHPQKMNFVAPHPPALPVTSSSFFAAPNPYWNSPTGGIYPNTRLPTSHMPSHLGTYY
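His-tagged ERG Ets domain (1 uM in the protein solution; 300mM KCl, 50mM Tris-HCl, 1mM EDTA, 1mM DTT, pH 7.5) received compound, then a probe mix of 5 nM fluorescein-DNA and 100nM Texas-615-DNA. Fluorescence polarization was read for both dyes.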
Starred values were filed as active, the others as inactive; ? = inconclusive; nt = no result given; & = joins results of further samples; ! = not confirmed by another sample; [ ] = dose if it differs, or a comment. Unless noted, calls come from the whole dose curve; as a rule, active = well fitted curve in the direction sought with a large enough effect; inconclusive = small, poorly fitted or top-dose-only effect, or another doubt; inactive = no such curve, though single readings can be large; an effect the other way counts as inactive or inconclusive. Only part of the results is shown; the hit share may differ from the screen's.

SMILES	G9a inh	GLS inh	PI4K2A inh	BAZ2B block	JMJD2A Tudor inh	RGS4 inhibitor	HP1b chromo inh	12-LOX inh	ERG Ets-DNA blk
Cc1cc(C(=O)N2CCCC(N3CCN(c4cccc(Cl)c4)CC3)C2)no1 (stereo unspecified)	7%	6%	0	-20%	-14%	0%	5%	0%	2%
CC(c1ccon1)N(C)C(=O)c1ccc(OC2CCN(C(=O)C3CC3)CC2)cc1 (stereo unspecified)	1%	-29%	-2	1%	0%	7%	37%	-6%	8%
CC(N)C12CC3CC(CC(O)(C3)C1)C2 (stereo unspecified)	2%	10%	1	?	-9%	19%	14%	0%	nt
COC(=O)/C=C/c1ccc(-n2ccnc2)cc1	62%[activator]	0%	-1	-15%	11%	-6%	19%	-2%	4%
O=C(CSc1nnc(-c2ccc(O)cc2)n1Cc1ccco1)c1cccs1	?	4%	6	-38%	-28%	-27%	14%	-22%	5%
CCNc1ccc(-c2nc(-c3ccccn3)no2)cc1[N+](=O)[O-]	-24%[59 µM]	-4%	-4	3%	-1%	-22%	37%	-22%	3%
CSc1ncnc2c1ccn2CC(=O)Nc1ccc(C)c(C)c1	-2%[2.33 µM]	-8%	0	-6%	-6%	-14%	38%	15%	-9%
CCNC(=S)N1CCN(S(=O)(=O)c2cccc(C(F)(F)F)c2)CC1	15%[59 µM]	-11%	0	-4%	4%	-22%	31%	?	4%
COc1cccc(C(=O)N(c2ccccc2)C2C=CS(=O)(=O)C2)c1 (stereo unspecified)	-41%	-2%	-2	-13%	-12%	2%	8%	7%	9%
COc1cc2c(cc1OC)C(C)N(C(=O)CCNC(=O)c1ccccc1)CC2 (stereo unspecified)	-4%[0.501 µM]	2%	0	-4%	-4%	34%	21%	0%	-6%
O=C(Nc1ccc(O)c(-c2nc3ccccc3o2)c1)c1ccc(-c2cccc(Cl)c2)o1	57%[activator][59 µM]	-12%	4	1%	-16%	-11%	59%[activator]	-15%	-8%
CCNc1nc(NCC)n2c(SCC(=O)Nc3cccc(Cl)c3)nnc2n1	23%[2.33 µM]	-1%	-1	?	-13%	4%	7%	nt	10%
CC(C)c1ccc(OCC(=O)NC2CC(C)(C)NC(C)(C)C2)c(Br)c1	29%	4%	-2	-8%	-20%	8%	24%	-4%	3%
O=C(Cn1c2ccccc2c2nc3n(c(=O)c21)CCS3)N1CCCC1	15%	-4%	-1	3%	-3%	10%[11.4 µM]	52%[activator]	-3%	-1%
COc1ccc(OC)c(C(=O)c2oc3ccccc3c2NC(C)=O)c1	15%[59 µM]	nt	3	-4%	3%	-6%	31%	-4%	13%
Cc1sc2nc(CN3CCOCC3)nc(Oc3ccc(NC(=O)c4ccco4)cc3)c2c1C	50µM*!	3%	-4	-34%&-32%	-27%[57.1 µM]	-46%[56.9 µM]	-26%	0%	-1%
COc1ccc(S(=O)(=O)Cc2ccc(C(=O)N3CC(C)CC(C)C3)o2)cc1 (stereo unspecified)	20%	-5%	3	-29%	-4%	6%	53%[activator]	167%[activator]	-9%
COc1ccc(NC(=O)c2ccc(NC(=O)CN3CCN(c4ccccc4)CC3)cc2)cc1	nt	3%	-4	nt	-10%	-10%	55%[activator]	18%	11%
CCOC(=O)C(C(=O)NCCCN1CCOCC1)C1CCCCC1 (stereo unspecified)	13%[59 µM]	8%	5	-6%	-17%	2%	26%	33%[activator]	-13%
Cc1cc(C)c(S(=O)(=O)c2cccc(Cl)c2)c(Cl)n1	15%	0%	-3	-5%	?	42%	-10%	-18%	0%
Cc1cccc(C(=O)NCCCNC(=O)c2ccc(C)nc2)c1	16%	-3%	7	5%	-10%	-1%	33%	12%	-3%
CCNC(=S)N/N=C/c1ccc(OCCOc2ccccc2C)cc1	9%	6%	-7	-5%	-1%	3%	11%	16%	6%
CC(=O)c1cccc(NC2c3ncccc3C(=O)N2Cc2ccco2)c1 (stereo unspecified)	50µM*	11%	-9	-31%	-13%	-4%	25%	-16%	1%
CCOC(=O)C(CC)Sc1nc2c(c(=O)[nH]c(=O)n2C)n1CCc1ccccc1 (stereo unspecified)	-30%[59 µM]	9%	5	30%[activator]	-9%	6%	7%	?	2%
CCCS(=O)(=O)NCCc1cc2c(OC)ccc(OC)c2[nH]c1=O	-13%	6%	-5	0%	-19%	27%	16%	-11%	1%
SMILES	G9a inh	GLS inh	PI4K2A inh	BAZ2B block	JMJD2A Tudor inh	RGS4 inhibitor	HP1b chromo inh	12-LOX inh	ERG Ets-DNA blk
O=C(CSc1nc2ccccc2n1-c1ccccc1)Nc1ncc(Cl)cc1Cl	2%[59 µM]	-10%	2	-18%	-16%	-28%	14%	-10%	-6%
Cc1ccc2cccc(Oc3ccc([N+](=O)[O-])cc3[N+](=O)[O-])c2n1	2%[59 µM]	-12%	5	2%	-1%	-6%	13%	4%	nt
N#Cc1ccccc1CN1C(=O)c2ccccc2Sc2ccc(C(=O)OCc3ccco3)cc21	6%[59 µM]	-16%	-6	-11%	-21%	1%	6%[57 µM]	-18%	11%
Nn1c(Cc2cccc3ccccc23)nnc1SCc1ccccc1	-7%[59 µM]	-4%	-4	1%	-10%	-11%	32%	-17%	-2%
O=C(NCC(c1cccnc1)N1CCN(c2ccccc2F)CC1)c1cccc(Cl)c1 (stereo unspecified)	-6%	2%	2	-6%	-27%	-15%	44%[activator]	3%	-4%
Cc1ccc(C2=N/C(=C/c3cccs3)C(=O)N2Nc2ccccc2)cc1	?	-1%	5	?	?	9%	-36%	?	7%
COc1ccc(/C=C(/C(=O)NCc2ccccc2)c2ccccc2)cc1	-32%[59 µM]	-2%	1	1%	14%	16%	35%[activator]	-15%	1%
Cc1ccc(S(=O)(=O)Nc2c(C)cc([N+](=O)[O-])cc2C)cc1	nt	13%	1	nt	-28%	0%	11%	-24%	nt
COc1cc(C)ccc1OCCSc1nnc(-c2cccs2)o1	14%[59 µM]	4%	1	35%	4%	3%	23%	-15%	1%
Cc1ccccc1C(=O)Nc1ccccc1OCc1cc(=O)n2ccccc2n1	1%[59 µM]	-7%	3	9%	-19%	4%	13%[57 µM]	-9%	1%
C[C@H](CO)N1C[C@H](C)[C@@H](CN(C)Cc2ccccc2)Oc2c(NC(=O)C3CC3)cccc2C1=O	nt	4%	4	nt	-10%	26%	16%	2%	9%
CSc1ncc(Cl)c(C(=O)Nc2cccc(C)c2)n1	29%[59 µM]	-13%	-2	-2%	16%	-10%	19%	-19%	7%
Cc1cccc(/N=C/C2=C(O)CC(C)(C)CC2=O)n1	?	0%	-20	1%	-2%	-9%	25%	-4%	-3%
CCOc1ccc(CCNc2nc3c(-c4ccc(C)cc4)nnn3c3ccccc23)cc1OCC	4%[59 µM]	2%	-1	-11%	2%	-4%	31%	-25%	-5%
NC(=O)c1ccsc1NC(=O)C1CCCN1S(=O)(=O)c1ccc(Cl)cc1 (stereo unspecified)	-26%[59 µM]	4%	33	-5%	-2%	0%	26%	0%	-3%
Cc1ccccc1CC1(CO)CCCN(Cc2ccn[nH]2)C1 (stereo unspecified)	-4%	-8%	8	3%	-11%	-8%	25%	-6%	-3%
CCOC(=O)c1ccccc1NC(=O)C1CC(=O)N(C2CCCCC2)C1 (stereo unspecified)	nt	-7%	2	4%	0%	-3%	26%	-27%	-8%
Cc1ccc(NC(=O)COC(=O)c2cccnc2Cl)cc1S(=O)(=O)N1CCOCC1	nt	6%	-6	nt	-11%	18%	19%	212%[activator]	4%
COc1ccccc1NC(=O)c1nn(-c2ccccc2)ccc1=O	14%[59 µM]	6%	-11	10%	-12%	32%	3%	?	2%
Cc1cc([N+](=O)[O-])ccc1NC(=O)C[n+]1ccc(N(C)C)cc1	9%	0%	2	-17%	-11%	5%	17%	-18%	11%[15.4 µM]
CN(C)S(=O)(=O)c1ccc(Cl)c(C(=O)NC2CCCCCCC2)c1	1%	-2%	-3	-24%	-24%	-5%	-14%	-17%	-6%
CN(C)Cc1ccc(F)cc1Sc1cc(Cl)ccc1Cl	0%[59 µM]	5%	-2	2%	?	40%	18%	-11%	14%
CCCc1ccc(OCC(O)CN2CCc3ccccc3C2)cc1 (stereo unspecified)	nt	-1%	4	7%	5%	-11%	54%[activator]	35%[activator]	-9%
COc1ccccc1/C=C/C=N/n1c(C2CCCCC2)n[nH]c1=S	3.2µM*	?	2	-34%	?	-41%	?	?	3%
C[C@@H]1NC(=O)/C(=C\c2ccccc2Cl)NC1=O	-50%	7%	1	-2%	-18%	-10%	12%	131%[activator]	1%
CCCS(=O)(=O)N1CCN(C(=O)c2ccc(-c3ccccc3)cc2)CC1	-9%	-7%	1	4%	-17%	-17%	39%[activator]	-28%	-1%
COc1ccc(OC)c(CN2CCN(S(=O)(=O)c3ccccc3)CC2)c1	-28%[59 µM]	3%&8%	-3&-1	?	20µM*	-8%&11%	?	?	-4%&-11%
Cc1[nH]c(=O)c(C#N)c2c1COC(C)(C)C2	1%	9%	-5	-11%	1%	-10%	24%	nt	2%
O=C(CP(=O)(c1ccccc1)c1ccccc1)Nn1cnnc1	-1%	8%	-6	-27%	-4%	3%	20%	-5%	6%
